BL2 CD40 inh = inhibitors of CD40-induced NF-kB signaling, primary screen, BL2 cells, luciferase reporter, single point. AID 1053188, 2014. hit rate 0.94% among 83,000. CD40L-induced, 4 h. inhibition, % at 10 µM;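 active = mean inhibition of at least 50% with a set share of replicates also reaching that level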;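 note: 0% = neutral control wells and 100% = IKK inhibitor VII at 50 µM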
The depositor's hits bear a star; [ ] = dose if it differs, or a comment. This is a subset, so the mix of outcomes need not match the whole.

BL2 CD40 inh	SMILES
-43	CCOCCCNC(=O)c1ccc(Br)cc1
-29	O=C(COC(=O)C(Cc1ccccc1)NC(=O)c1ccccc1)c1ccccc1 (stereo not drawn)
1	O=c1[nH]c(=O)n([C@H]2C[C@H](O)[C@@H](CO)O2)cc1F
3	CN(C1CCCCC1)C(CNS(=O)(=O)c1ccccc1)c1ccccc1 (stereo not drawn)
3	COc1cc(C(=O)NCc2ccc(-c3nc4ccccc4o3)cc2)cc(OC)c1OC
-2	CC(C)(C)NS(=O)(=O)c1ccc(NS(C)(=O)=O)cc1
2	O=C(CCc1nc2ccccc2c(=O)[nH]1)Nc1nnc(SCc2ccc(Cl)cc2)s1
-14	CC(C)Cn1c(=S)[nH]c2cc(C(=O)O)ccc2c1=O
-12[25 µM]	COc1ccc2c3c([nH]c2c1)[C@@H](CO)N(C(=O)NC(C)C)CC31CCN(C(=O)c2cnccn2)CC1
12	COc1ccc(Br)cc1/C=N/NC(=O)C[n+]1ccccc1
4	CN(c1ccccc1)S(=O)(=O)c1ccc(C(=O)NCc2ccccn2)cc1
-9	CCc1c(C(=O)NNC(=S)NCC(C)C)csc1C
-11	CSc1ccc(Cl)c(C(=O)Nc2ccc(N3CCOCC3)cc2)c1
22[25 µM]	N#C[C@@H]1[C@@H](c2ccccc2-c2ccccc2F)[C@@H](CO)N1C(=O)Cc1ccccc1
4	CCCn1nc(C(=O)NCc2ccc3c(c2)OCO3)c2ccccc2c1=O

(more compounds)
BL2 CD40 inh	SMILES
-12[25 µM]	O=C(NCC[C@H]1CC[C@H](NC(=O)C2CCOCC2)[C@@H](CO)O1)c1cc(Cl)cc(Cl)c1
11	CCn1cnc2sc(C(=O)Nc3ccccc3OC)c(C)c2c1=O
8[25 µM]	CC(C)(C)[S@](=O)N1Cc2cc(C(=O)NCCc3ccncc3)nc(-c3cccc(-c4cccc(C#N)c4)c3)c2[C@@H]1CCO
-3	CCCCOc1ncnc2c1[nH]c1ccc(OCC)cc12
20	Cc1ccc(NS(=O)(=O)c2ccc(NC(=O)C3CCCO3)cc2)cc1 (stereo not drawn)
7	C[C@@H]1CN(C(=O)c2nc3ccc(Cl)cn3c2CN2CCc3sccc3C2)C[C@H](C)O1
0	O=C(NCCc1ccncc1)[C@@H]1N[C@@H]2c3ccc(/C=C/c4ccccc4)c(=O)n3C[C@@H]2[C@H]1CO
-6[25 µM]	COc1ccc2c3c([nH]c2c1)[C@H](CO)N(S(C)(=O)=O)CC31CCN(C(=O)Nc2ccccc2)CC1
-30	O=C(NN=C1CCCC1)c1sc2ccccc2c1Cl
-2	O=C(Nc1ccc(S(=O)(=O)N2CCc3ccccc3C2)cc1)c1ccccc1
10	COc1ccccc1C(=O)NCCC(=O)NCC(C)(C)N1CCOCC1
19	C[C@@H](C(=O)N(C)C[C@@H]1OCc2ccccc2-c2c(n(C)c3ccccc23)C(=O)N([C@@H](C)CO)C[C@@H]1C)c1ccccc1
10	Cc1cccc(C)c1Nc1nnc(SCC(=O)NCCCN2CCCC2=O)s1
-1	Cc1cccc(NC(=O)CC2CCC2)c1
2	CNC[C@H]1Oc2c(NC(C)=O)cccc2C(=O)N(C)C[C@@H]1C

Three compounds out of the list, sorted by count of non-hydrogen atoms, smallest number first.
BL2 CD40 inh	SMILES
-1	Cc1cccc(NC(=O)CC2CCC2)c1
-9	CCc1c(C(=O)NNC(=S)NCC(C)C)csc1C
-2	O=C(Nc1ccc(S(=O)(=O)N2CCc3ccccc3C2)cc1)c1ccccc1

(listing goes on)
BL2 CD40 inh	SMILES
7	Cc1nnc(SCc2cn3ccsc3n2)n(N)c1=O
-41	O=C(NCc1ccco1)c1cc(-c2ccco2)on1
4	COc1ccc(C(=O)OCC(N)=O)cc1[N+](=O)[O-]
5	O=C(CN(Cc1ccccc1Cl)C(=O)Cn1nnc(-c2cccs2)n1)NCC1CCCO1 (stereo not drawn)
4	CCCCNC(=O)C1CC(=O)N(C2CCCC2)C1 (stereo not drawn)
-5	Cc1ccccc1NC(=O)Cc1nc(COC(=O)CCc2ccccc2)cs1
17	O=C(CCc1ccccc1)Nc1ccccc1C(F)(F)F
9	Cc1ccc(S(=O)(=O)NC(=O)C2(C)CCN2C(=O)C2(c3ccc(Cl)cc3)CCC2)cc1 (stereo not drawn)
7	Cc1ccccc1NC(=O)Cc1nc(COC(=O)c2ccc(Cl)nc2)cs1
5	COc1cccc(OCc2cc(C(=O)NCCc3cccc(C)n3)no2)c1
1	Cc1cccc(C(=O)NCC(=O)N2CC(=O)Nc3ccccc32)c1
0[25 µM]	CN1[C@@H]2c3ccc(-c4cccnc4)c(=O)n3C[C@H]1[C@H](CO)[C@H]2C(=O)N1CCC(Cc2ccccc2)CC1
-4	O=C(Nc1ccc(N2CCOCC2)cc1)c1ccc(S(=O)(=O)NCc2ccco2)cc1
-3[25 µM]	CN(C)CC(=O)N1[C@H](C#N)[C@H](c2ccccc2-c2ccccc2F)[C@H]1CO
2	O=C(Nc1cccnc1Oc1ccc(Cl)cc1)c1cccc2ccccc12

More records follow.
BL2 CD40 inh	SMILES
7	Cc1c(C(=O)Nc2ccccc2Cl)oc2ccc(S(=O)(=O)N3CCC4(CC3)OCCO4)cc12
-36	O=C(C[C@@H]1CC[C@@H]2[C@H](COC[C@@H](O)CN2CC2CCCCC2)O1)NCC1CC1
25[25 µM]	OC[C@H]1Nc2ccc(-c3cccc(F)c3)cc2[C@H]2[C@@H]1CCN2Cc1ccc(F)cc1
-8[25 µM]	COc1cccc(-c2ccc3c(c2)O[C@@H](CN(C)C(=O)C2CCCCC2)[C@H](C)CN([C@H](C)CO)S3(=O)=O)c1
-5	COc1ccccc1N(Cc1cc(=O)[nH]c2ccccc12)C(=O)c1ccccc1
-3	COc1ccc(NC(=O)C2=NN(C3CCS(=O)(=O)C3)C(=O)CC2)cc1S(N)(=O)=O (stereo not drawn)
5	O=C(c1ccccc1NS(=O)(=O)c1ccc(F)cc1)N1CCCC1
-7[25 µM]	C[C@H](NC(=O)N(C)C[C@@H]1OCc2ccccc2-c2ccccc2C(=O)N([C@H](C)CO)C[C@@H]1C)c1ccccc1
9	O=C(Nc1ccc(Oc2ccc(S(=O)(=O)N3CCOCC3)cn2)cc1)c1ccco1
-22	COc1ccc2c(CC(=O)NNC(=O)c3cccs3)coc2c1
50*	COc1ccc(C(=O)CCN2CCc3cc(OC)c(OC)cc3C2)cc1
10[25 µM]	C[C@@H]1CN([C@@H](C)CO)C(=O)c2cc(C#Cc3ccccn3)cnc2O[C@@H]1CN(C)Cc1cncnc1
-21	O=C(COC(=O)/C=C/c1ccccc1Cl)NC1CC1
5	CN(CC(=O)Nc1ccc(F)cc1)C(=O)c1ccc(-c2ccc(F)cc2)o1
-119	Cc1ccc(CCNC(=O)NC(C)(C)C)cc1

Continued.
BL2 CD40 inh	SMILES
6	Cc1ccc(N=C2SC(C(=O)NCCc3ccccc3)CC(=O)N2C)cc1C (stereo not drawn)
-5	NC(=O)C1(N2CCCCC2)CCN(c2ccc3nnc(-c4ccccc4)n3n2)CC1
11	O=C(COC(=O)CN1C(=O)NC2(CCCC2)C1=O)Nc1c(Cl)cccc1C(F)(F)F
3	CN1CCN(C(=S)c2cn(Cc3ccc(Br)cc3)c3ccccc23)CC1
25	O=C(CSc1nnc(-c2ccncc2)n1Cc1ccco1)OC1CCCCC1
-48	O=C(c1cccc(F)c1)N1CC[C@@H]2[C@H]1c1cc(-c3ccc(F)cc3)ccc1N[C@@H]2CO
15	Cc1cc(NC(=O)CC2(CC(=O)O)CCCC2)n(C)n1
-23	COc1ccc(NC(=S)Nc2ccccc2SC)c(OC)c1
2	CCOC(=O)N1CCc2c(sc3ncn(Cc4ccc(F)cc4)c(=O)c23)C1
5	CCOc1ccc(CCNC(=O)c2ccc(S(=O)(=O)N3CCCC3)cc2)cc1OCC
-5	Cc1cc2c3c([nH]c2cc1S(=O)(=O)N1CCC2(CC1)OCCO2)CCCC3=O
-2	Cc1nc(C)n(CC(=O)N2CCCC(C(=O)c3ccc(Cl)cc3C)C2)n1 (stereo not drawn)
-5[25 µM]	O=C(C[C@H]1CC[C@H](NC(=O)C2CCOCC2)[C@@H](CO)O1)NCC1CCCCC1
12	CC(C)Oc1ccc(N2CC(C(=O)Nc3ccccn3)CC2=O)cc1 (stereo not drawn)
10	CC(=O)N1CCN(S(=O)(=O)c2cccc(C(=O)Nc3nc4ccccc4[nH]3)c2)CC1

Ordered by value in BL2 CD40 inh (falling): 5 of the compounds above.
BL2 CD40 inh	SMILES
25	O=C(CSc1nnc(-c2ccncc2)n1Cc1ccco1)OC1CCCCC1
15	Cc1cc(NC(=O)CC2(CC(=O)O)CCCC2)n(C)n1
5	CCOc1ccc(CCNC(=O)c2ccc(S(=O)(=O)N3CCCC3)cc2)cc1OCC
-5	NC(=O)C1(N2CCCCC2)CCN(c2ccc3nnc(-c4ccccc4)n3n2)CC1
-48	O=C(c1cccc(F)c1)N1CC[C@@H]2[C@H]1c1cc(-c3ccc(F)cc3)ccc1N[C@@H]2CO

Quoted from the listing:
O=C(CSc1nnc(-c2ccncc2)n1Cc1ccco1)OC1CCCCC1 in BL2 CD40 inh → 25
O=C(COC(=O)CN1C(=O)NC2(CCCC2)C1=O)Nc1c(Cl)cccc1C(F)(F)F in BL2 CD40 inh → 11
Cc1cc2c3c([nH]c2cc1S(=O)(=O)N1CCC2(CC1)OCCO2)CCCC3=O in BL2 CD40 inh → -5
CCOC(=O)N1CCc2c(sc3ncn(Cc4ccc(F)cc4)c(=O)c23)C1 in BL2 CD40 inh → 2
CC(C)Oc1ccc(N2CC(C(=O)Nc3ccccn3)CC2=O)cc1 (stereo not drawn) in BL2 CD40 inh → 12

Continued:
BL2 CD40 inh	SMILES
0	CCOC(=O)CC(C#N)c1cn(C)c2ccccc12 (stereo not drawn)
7	Cc1ccc(C)c(N2CCN(C(=O)C34CC5CC(C3)CC(n3nnc(C)n3)(C5)C4)CC2)c1
1	CCOC(=O)C1(Cc2ccccc2C)CCCN(C(=O)CCc2c(C)noc2C)C1 (stereo not drawn)
10	CCOC(=O)c1c(C)[nH]c(C)c1C(=O)COC(=O)c1ccc([N+](=O)[O-])s1
-1	CN(CC(=O)Nc1ccc(F)cc1)C(=O)COC(=O)Cc1c(F)cccc1Cl
-7	CCOC(=O)C1CCN(C(=S)Nc2cccc(C)c2)CC1
11	Cc1onc(-c2ccccc2Cl)c1C(=O)N1CCN(C/C=C/c2ccccc2)CC1
-12[25 µM]	CNC[C@H]1OCCCC[C@H](C)Oc2ccc(NC(=O)Nc3ccc(OC)cc3)cc2C(=O)N([C@H](C)CO)C[C@@H]1C
5	Cc1nnc(SCc2ccccc2CSc2nnc(C)s2)s1
8	CN1CCN(C(=O)CN(Cc2ccccc2)S(C)(=O)=O)CC1
-14[25 µM]	CCCC#Cc1ccc([C@@H]2[C@H](CO)N3CCCCN(S(C)(=O)=O)C[C@@H]23)cc1
-1	COc1ccc2c(c1)c1ncn(CCN3CCCC3)c(=O)c1n2C
-4[25 µM]	N#C[C@H]1[C@H](c2ccccc2-c2ccccc2F)[C@H](CO)N1C(=O)C1CCOCC1
18	CC(=O)NC1=NC(=O)CS1
-8	COCc1cc(C)nc(N2CCc3ccccc32)c1C#N

Remaining list, next part.
BL2 CD40 inh	SMILES
11[25 µM]	CN1c2ccc(C#Cc3cccnc3)cc2[C@H]2[C@H](CCN2S(=O)(=O)c2ccc(F)cc2)[C@H]1CO
3	COc1cc2[nH]c(=O)n(CCC(=O)N3CCc4ccccc4C3)c(=O)c2cc1OC
22	CCN(CC)c1cc(Cl)c2nonc2c1N
13	CCCn1c(=O)c2ccccc2n2c(Sc3nnnn3-c3ccccc3)nnc12
-9	O=C(Nc1cccc(-c2nnc(-c3ccccc3)o2)c1)c1ccco1
1	CCCCN(C)C(=O)c1nc2ccccn2c1CNC1CCC1
-11	CC1(C)Cc2ccccc2-c2nnc(-c3ccc4ccccc4n3)n21
8	CC(=O)Nc1cc2c(cc1C(C)=O)OCCO2
-3	Cc1cc(C)c(S(=O)(=O)N2CCCCC2CCNC(=O)C(=O)NCc2cccnc2)c(C)c1 (stereo not drawn)
0[25 µM]	C[C@@H]1CN([C@@H](C)CO)C(=O)c2cc(NC(=O)Nc3ccccc3)ccc2O[C@@H](C)CCCCO[C@@H]1CN(C)C(=O)Nc1ccccc1
1	CCC1=[N+](C)CCn2c(C)ccc21
4	Cc1cccn2c(CNC3CCCc4ccccc43)c(C(=O)N3CCOCC3)nc12 (stereo not drawn)
6[25 µM]	CN1c2ccc(-c3cccc(F)c3)cc2[C@@H]2[C@@H](CCN2C(=O)Cc2ccccc2)[C@@H]1CO
-2[25 µM]	C/C=C/c1ccccc1[C@H]1[C@H](C#N)N(C(=O)c2cccnc2)[C@H]1CO
21	Cc1cc(C#N)c2ccccc2n1

Next records follow.
BL2 CD40 inh	SMILES
13[25 µM]	C[C@@H]1CN([C@H](C)CO)C(=O)c2ccccc2-c2ccccc2CO[C@H]1CN(C)S(=O)(=O)c1ccc(C(F)(F)F)cc1
5	CCOC(=O)c1c(C)oc2cc(Br)c(O)c(Br)c12
19	CC(=O)c1cccc(NC(=O)C2Cc3c(-c4ccccc4Oc4ccccc4)ccnc3O2)c1 (stereo not drawn)
-53	COc1ccc2[nH]cc(C(=O)CN3CCC(C)CC3)c2c1
5	CC(C)OC(=O)c1ccc(N)cc1
-3	COC(=O)c1c(NC(C)=O)sc(C)c1C
6	Cc1nn(Cc2ccccc2Cl)c(C)c1NC(=O)c1cc(-c2ccc(F)cc2)on1
-22	CN(CC1CCCO1)S(=O)(=O)c1ccc(C(=O)Nc2ccccc2F)cc1 (stereo not drawn)
7	CCCCNC(=O)c1cc(C)nc2ccccc12
-10	CC(C)[C@@H](C)NC(=O)N(C)C[C@@H]1OCc2ccccc2-c2ccccc2C(=O)N([C@H](C)CO)C[C@H]1C
-17	O=C(c1ccoc1)N1CCC(CO)(CCc2ccccc2)CC1
3	CCOC(=O)c1sc(C)c2c1NC(C)(c1cccs1)NC2=O (stereo not drawn)
-1[25 µM]	O=C(C[C@@H]1CC[C@@H](NC(=O)c2ccc(F)cc2)[C@@H](CO)O1)NCCc1ccccc1
9	COc1ccc(Cl)cc1NC(=O)C1CCCN(c2cc(C)nc3ncnn23)C1 (stereo not drawn)
-1	CCN(CC)S(=O)(=O)c1cc(NC(=O)c2cccc(N3C(=O)CCC3=O)c2)ccc1Cl
9	CCCN1CCN(CC(=O)Nc2nnc(C)s2)CC1
